# Source: PubChem BioAssay (National Center for Advancing Translational Sciences (NCATS))
# GCN5L2 inh = qHTS Assay for Inhibitors of GCN5L2; Histone acetyltransferase KAT2A (Homo sapiens), Q92830; GCN5L2 HAT assay, ThioGlo1 CoA-SH fluorescence; Potency, µM (highest dose often 58.9 µM), inactives show at the top dose activity change, negative = inhibition, usual class: inhibitors; 390,000 tested, 0.21% active; AID 504327, 2011
#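 qHTS, 1536-well. 20nM enzyme, pH 7.5 HEPES/EDTA/Tween-20 buffer; 15 min compound preinc., RT. Start: 75uM H3(1-25), 70uM AcCoA, 50uM ThioGlo1. Read Ex340/Em540 at t=0 (autofluorescence flag) and t=20 min.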
# DT40 TDP1 no CPT = qHTS for Inhibitors of human tyrosyl-DNA phosphodiesterase 1 (TDP1): qHTS in cells in absence of CPT | 420,000 tested, 15% active | DT40 Tdp1-/- hTDP1 cells, no CPT, ATP luminescence, 48 h | Potency, µM (doses to about 46.2 µM), for the others: at the top dose activity change, negative = growth inhibition, most hits filed as inhibitors; further: nearly all actives have a fitted effect of over 55% in size
#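 Cells were dispensed at 400 per well, compounds added by pin tool, plates incubated ≥48 hr at 37 °C, then CellTiter-Glo added for 30 min at room temperature before luminescence reading. Line: DT40 Tdp1-/- complemented with hTDP1; camptothecin omitted.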
# TDP1 inh = qHTS Assay for Inhibitors of Tyrosyl-DNA Phosphodiesterase (TDP1); Tyrosyl-DNA phosphodiesterase 1 (Homo sapiens), Q9NUW8; recombinant TDP1, AlphaScreen DNA substrate cleavage; Potency, µM (doses to about 130 µM), inactives show at the highest dose activity change, negative = inhibition, usual class: inhibitors; 350,000 tested, 0.28% active; AID 485290, 2010; further: nearly all actives have a fitted effect of over 40% in size
# Target sequence (Q9NUW8 whole entry, looked up): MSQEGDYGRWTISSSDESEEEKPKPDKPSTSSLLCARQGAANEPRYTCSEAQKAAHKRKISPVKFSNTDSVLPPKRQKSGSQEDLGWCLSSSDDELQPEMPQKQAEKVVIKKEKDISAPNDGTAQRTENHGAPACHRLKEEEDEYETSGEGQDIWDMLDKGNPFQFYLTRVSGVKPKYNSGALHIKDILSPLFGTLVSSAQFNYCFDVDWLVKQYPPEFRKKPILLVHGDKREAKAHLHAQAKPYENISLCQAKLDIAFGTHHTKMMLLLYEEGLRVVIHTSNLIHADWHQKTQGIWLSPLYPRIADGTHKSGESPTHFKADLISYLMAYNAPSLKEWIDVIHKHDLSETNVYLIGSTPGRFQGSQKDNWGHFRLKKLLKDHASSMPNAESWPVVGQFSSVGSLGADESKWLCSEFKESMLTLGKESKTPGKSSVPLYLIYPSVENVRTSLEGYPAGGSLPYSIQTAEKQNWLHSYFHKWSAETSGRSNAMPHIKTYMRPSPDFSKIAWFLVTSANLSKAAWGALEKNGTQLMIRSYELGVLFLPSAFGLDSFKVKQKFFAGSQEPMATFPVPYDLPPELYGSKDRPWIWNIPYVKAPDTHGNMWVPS
#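 AlphaScreen read-out: signal falls as enzyme removes the 3' tyrosine-FITC from a 5'-biotinylated DNA oligo (15 nM, 5 min, RT). Enzyme was E. coli-made recombinant Tdp1 at 1 nM, exposed to compound for 15 min beforehand; beads 10 ug/ml, 10 min.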
# * = called active by the depositor; ? = inconclusive; / = no result given; & = joins results of further samples; [ ] = dose if it differs, or a comment. The call rests on the fitted dose curve; in most records, active means well fitted curve in the direction sought with a large enough effect; inconclusive means small, poorly fitted or top-dose-only effect, or another doubt; inactive means no such curve, though single readings can be large; an effect the other way counts as inactive or inconclusive. On the % scale 0 is the no-effect control and ±100 the full control effect; potency means the concentration at half of the fitted maximal effect. The list is partial, so the mix of outcomes need not match the whole.
# Every second line gives: GCN5L2 inh, DT40 TDP1 no CPT, TDP1 inh
Cn1nnc2cc(C(=O)NCc3ccco3)ccc21
→ /, -13%, -7%
O=C(NCc1nnc2c(C(F)(F)F)cc(Cl)cn12)c1ccc2c(c1)OCO2
→ 3%, -24%, 3%
Cc1noc(C)c1-c1nc(CSc2ccc(Cl)cc2)no1
→ -7%, -22%, 0%
CCCn1nnc(NC(=S)NC(=O)c2cccs2)n1
→ 38%[activator], 18µM*, 1%
O=C(CCn1cnnn1)Nc1ccccc1F
→ -9%, 2%, 1%
CCOc1ccc(CCNC(=O)Cn2c(=O)c3cccn3c3ccc(F)cc32)cc1OCC
→ 2%, ?, 1%
CCCn1cc(S(=O)(=O)c2ccccc2)c(=O)c2cc(F)c(N3CCCC(C)C3)cc21 (centres undefined)
→ -10%, ?, 2%
CC(C)(C)C1CCc2c(sc(NC(=O)C3CC=CCC3C(=O)O)c2C#N)C1 (centres undefined)
→ -29%, -5%, 1%
O=C(N/N=C/c1cccnc1)C(O)(c1ccccc1)c1ccccc1
→ -4%, -1%, -4%
CN=C1S/C(=C\c2ccc(OCC(=O)OC)c(OC)c2)C(=O)N1C
→ -16%, -22%, /
CCCn1c2ccccc2c2cnn(CC(=O)NC(CCSC)C(=O)OC)c(=O)c21 (centres undefined)
→ -6%, ?, -1%
COc1ccc(Nc2ncnc3sc4c(c23)CCCC4)cc1
→ -23%, 0.029µM*, 8%
COc1cccc(CNC(=O)Cn2ccc3cc(S(=O)(=O)N4CCC(C)CC4)ccc32)c1
→ -7%&-11%, ?, 0%&0%
Nc1ccccc1CNc1nc(NCCO)nc2c1ncn2CCN1CCOCC1
→ 3%, -16%, 5%
CCCCNC(=S)N(C)/N=C/c1ccc2c(c1)OCO2
→ -8%, ?, 0%
Cc1ccc(C)c(NS(=O)(=O)c2cc(C(N)=O)ccc2C)c1
→ -1%, -15%, 5%
C[C@H](CO)N1C[C@H](C)[C@@H](CN(C)C(=O)NC2CCCCC2)Oc2ccc(NC(=O)c3ccncc3)cc2C1=O
→ -1%, 4%, 0%
CC(=O)c1c(C)oc2ccc(N(C(C)=O)S(=O)(=O)c3ccc(Cl)c([N+](=O)[O-])c3)cc12
→ -8%, ?, 7%
COc1ccc(NC(=O)CSc2nnc(-c3nnn(-c4ccc(F)cc4)c3C)o2)cc1
→ 2%, -26%, 3%
CC(C)(C)OC(=O)N1CCC(c2c(C(=O)N3CCN(c4ccccn4)CC3)cnn2-c2ccccc2)CC1
→ 4%, ?, -2%
CCOc1ccc(NC(=O)CN2CCN(CC(=O)Nc3ccc(N(C)C)cc3)CC2)cc1
→ -1%, 11%, /
Cc1nc2c(-c3ccc(F)cc3)c(C)nn2c(C)c1CCC(=O)Nc1ccc(F)cc1F
→ -3%, -21%, /
Cc1ccc(C)c(C(=O)c2c(C)nc3sccn23)c1
→ -4%, ?, 5%
CC(C)C1=CC2=CCC3[C@@](C)(CCC[C@@]3(C)C(=O)O)C2CC1 (some centres undefined)
→ -17%, -7%, 7%[56.1 µM]
CCOC(=O)C1CCCN(S(=O)(=O)c2ccc(NC(C)=O)cc2)C1 (centres undefined)
→ 2%, -50%, 7%
CCOC(=O)c1cc(NC(=O)c2ccc(OC)cc2)c(=O)n2c1oc1ccc(Cl)cc12
→ 9%, -15%, 3%
COc1ccccc1Oc1coc2c(CN3CCOCC3)c(O)ccc2c1=O
→ -20%, -7%, /
CN1C(=O)c2ccccc2N(C)C1c1ccc(F)cc1 (centres undefined)
→ -9%, -18%, /
CCN1CCCC1CNC(=O)c1ccc(CS(=O)(=O)c2ccccc2C)o1 (centres undefined)
→ -3%, -9%, 3%
CC(C)NC(=O)COC(=O)c1ccc(O)cc1
→ -1%, -2%, 2%

# Whole records, quoted from the list.
# Nc1ccccc1CNc1nc(NCCO)nc2c1ncn2CCN1CCOCC1 is entered as GCN5L2 inh = 3%; DT40 TDP1 no CPT = -16%; TDP1 inh = 5%
# CN1C(=O)c2ccccc2N(C)C1c1ccc(F)cc1 (centres undefined) is entered as GCN5L2 inh = -9%; DT40 TDP1 no CPT = -18%; TDP1 inh = /

# Part of the list above in order of heavy-atom count, lowest first:
# Every second line gives: GCN5L2 inh, DT40 TDP1 no CPT, TDP1 inh
O=C(CCn1cnnn1)Nc1ccccc1F
→ -9%, 2%, 1%
O=C(N/N=C/c1cccnc1)C(O)(c1ccccc1)c1ccccc1
→ -4%, -1%, -4%
CCOC(=O)c1cc(NC(=O)c2ccc(OC)cc2)c(=O)n2c1oc1ccc(Cl)cc12
→ 9%, -15%, 3%

# An excerpt of these results, tab-delimited.
Compound	GCN5L2 inh	DT40 TDP1 no CPT	TDP1 inh
CCOC(=O)c1cc(NC(=O)c2ccc(OC)cc2)c(=O)n2c1oc1ccc(Cl)cc12	9%	-15%	3%
COc1ccc(Nc2ncnc3sc4c(c23)CCCC4)cc1	-23%	0.029µM*	8%
CC(=O)c1c(C)oc2ccc(N(C(C)=O)S(=O)(=O)c3ccc(Cl)c([N+](=O)[O-])c3)cc12	-8%	?	7%
CC(C)NC(=O)COC(=O)c1ccc(O)cc1	-1%	-2%	2%

# Other structures follow:
# Every second line gives: GCN5L2 inh, DT40 TDP1 no CPT, TDP1 inh
Cc1ccc(N2CC(C(=O)N3CCCCCC3)CC2=O)cc1 (centres undefined)
→ 1%, 9%, 2%
COc1ccc(NC(=O)C2CCCN(S(=O)(=O)c3cccc4nonc34)C2)cc1Cl (centres undefined)
→ 0%, -5%, 0%
CCN(CC)c1nc(=S)nc(NC(C)(C)C)[nH]1
→ -1%, ?, 7%
CC(=O)N1CCN(C(=S)Nc2ccc(SC(F)F)cc2)CC1
→ 2%, -23%, -3%
Cc1ccc(S(=O)(=O)CCC(=O)OCC(=O)c2ccc(C)c(C)c2)cc1
→ -5%, -5%, -3%
Cc1nc(-c2ccc(NC(=O)c3ccccc3)cc2)cs1
→ -2%, ?, 3%
CCCc1[nH]nc2c1C(c1ccc(OC(=O)N3CCOCC3)c(OC)c1)C(C#N)=C(N)O2 (centres undefined)
→ 3%, -24%, 8%
O=C(CN1CCN(CN2C(=O)NC3(CCCCCC3)C2=O)CC1)Nc1cccc(F)c1
→ 1%, 10%, 0%
CC(=O)Nc1ccc(NC(=O)CCC(=O)Oc2ccc(C)cc2)cc1
→ 4%, -15%, /
CCN(CC)S(=O)(=O)c1ccc(S(=O)(=O)N2CCN(CCC#N)CC2)cc1
→ -2%, -18%, 1%
COc1ccc(CC(=O)NNC(=O)CSc2nc(C)c(C)c(=O)[nH]2)cc1
→ 1%, -6%, 3%
O=c1[nH]c(/C=C/c2cccnc2)c([N+](=O)[O-])c(=O)[nH]1
→ -15%, -18%, 2%
Clc1ccc(OCCCCCN2CCOCC2)cc1
→ -13%, ?, 2%
O=C1CC(SC2=NCCS2)C(=O)N1c1ccc(Cl)cc1 (centres undefined)
→ 3%, 0%, 1%
C=CCSc1nnc(-c2cc3c(-c4ccccc4)nn(C)c3s2)n1C
→ 2%, ?, 4%
COc1ccc2[nH]cc(CCNc3ccnc(-c4c(C)noc4C)n3)c2c1
→ -10%, ?, /
O=C(Cn1cnc2c(NC(=O)OCc3ccccc3)ncnc21)NCc1ccccn1
→ 3%, -23%, 0%
c1ccc(C2CNCCc3ccccc32)cc1 (centres undefined)
→ 9%, -14%, /
COc1ccc(CCNCC(O)Cn2c3ccccc3c3ccccc32)cc1OC (centres undefined)
→ 8%, 12µM*, 5%
CCOC(=O)C1(CC2CCCCO2)CCN(S(=O)(=O)c2cc(C)cs2)CC1 (centres undefined)
→ 3%, ?, -1%
O=S(=O)(c1ccc(F)c(Cl)c1)N1CCCC1
→ -2%, 0%, -6%
COc1cc(/C=C(\C#N)C(=O)Nc2cccc3ncccc23)ccc1O
→ -9%, /, -7%
CC(=O)Nc1ccc(C(=O)NNC(=O)Cc2ccccc2)cc1
→ 2%, 0%, 6%
O=C(NCc1ccc(F)cc1)c1cccs1
→ 3%, 0%, 5%
CCCOc1ccc(/C=N\NC(=O)CCc2n[nH]c(=O)[nH]c2=O)cc1OC
→ -5%, -7%, 7%
COc1ccc(C(=O)NCC(=O)N/N=C/c2cn(C)c3ccccc23)cc1OC
→ -5%, 1%, 5%
O=C(c1ccccc1F)N1CCN(c2ccc([N+](=O)[O-])c(NCc3cccnc3)c2)CC1
→ 2%, ?, 7%
Cc1ccccc1S(=O)Cc1ccc(C(=O)NC2CC2)o1 (centres undefined)
→ -9%, 0%, 2%
CCOc1ccc(-n2c(=O)c3c4c(sc3n(CC(=O)NC(C)CC)c2=O)CCCCC4)cc1 (centres undefined)
→ -1%, 8%, -1%
CCC(=O)c1ccccc1OCCCCn1cncn1
→ -15%, -21%, /
Cc1ccc(S(=O)(=O)Nc2ccc(Oc3cccnc3)nc2)cc1
→ -4%, 3%, 3%
O=C(NCCc1ccccc1)C(=O)NCC1OCCN1S(=O)(=O)c1ccc(Br)cc1 (centres undefined)
→ -4%, 16µM*, 2%
C[C@H](CO)N1C[C@H](C)[C@@H](CN(C)C(=O)Nc2ccccc2)Oc2c(NC(=O)Nc3ccc(C(F)(F)F)cc3)cccc2C1=O
→ -11%, ?, 0%
Cc1ccc2c(c1)C1C3CCC(C3)C1S(=O)N2 (centres undefined)
→ -3%, -18%, 3%
COc1cccc(/C=N/N2C(=O)CSC2=S)c1O
→ -10%, ?, 0%
O=C(OCc1cc(=O)n2c(n1)sc1ccccc12)c1ccc2c(=O)n3c(nc2c1)CCC3
→ -22%, -8%, 50µM*
CCOC(=O)C(NCc1ccccc1OC)(NC(C)=O)C(F)(F)F (centres undefined)
→ 0%, -1%, 5%
CCn1c(SCC(=O)N2CCCc3ccccc32)nnc1-c1ccco1
→ -2%, -7%, 3%
CCOc1cc(C(=O)Nc2ccc3c(c2)OCO3)ccc1OCCOc1ccccc1Cl
→ /, -16%, -4%
CN(C)S(=O)(=O)c1cccc(-c2cn3cc(Cl)ccc3n2)c1
→ -16%, -21%, 1%
COc1ccccc1-n1cc(C(=O)N2CCCC(CO)(Cc3ccccc3C)C2)cn1 (centres undefined)
→ 1%, ?, 3%
Cc1c(CN2CCN(CC(C)(C)C)C(CCO)C2)[nH]c2ccccc12 (centres undefined)
→ -3%, ?, /
NC1=NC[C@H](Cc2ccc(O)cc2)N1CCc1cccc(F)c1
→ -1%, ?, -1%
Cc1cc(N2CCN(C(=O)c3cccs3)CC2)c(F)cc1[N+](=O)[O-]
→ -9%, 5.2µM*, /
CC(=O)Oc1cc(OC(C)=O)c2c(C)cc(=O)oc2c1
→ -4%, ?, -2%
CC(=O)Nc1ccc(NC(=O)C(C)OC(=O)CCC(=O)c2ccc(F)cc2)cc1 (centres undefined)
→ 1%, -13%, 1%
Cc1ccc(-n2c(=O)c3ccc(C(=O)NCc4ccco4)cc3n(CC(=O)Nc3ccccc3C(F)(F)F)c2=O)cc1
→ 0%, 1%, 0%[12.3 µM]
CC(C)c1ccc(C2=C(O)c3ccccc3C(=O)C2=O)cc1
→ -2%, ?, -2%
CCCn1cc(S(=O)(=O)c2ccc(CC)cc2)c(=O)c2cc(F)c(N(CC)CC)cc21
→ -2%, 9.2µM*, 6%
O=C(N/C(=C/c1ccc(Br)cc1)c1nc2ccccc2[nH]1)c1ccco1
→ 0%, -22%, 2%
N#CCC(=N)N1CCN(c2ccc(Cl)cc2)CC1
→ -4%, ?, 6%
C/C(=N\Nc1ccc(F)cc1F)c1ccc(N2CCOCC2)cc1
→ -15%, ?, 8%
c1ccc(C2=NN(c3ccccc3)CC2)cc1
→ -20%, 4%, /
CCOC(=O)c1ccccc1NC(=O)CSc1cc(C)[nH]c(=O)n1
→ -5%, -10%, 3%
Cc1ccc(CNC(=O)C2(NC(=O)Nc3ccc(C)cc3)CCCCC2)cc1
→ -3%, ?, 0%
O=C(NOC(=O)c1ccccc1F)c1ccc(OC(F)F)cc1
→ -5%, -23%, 0%
COc1ccc(CCN(C)C(=O)c2cccc(S(=O)(=O)NCc3ccccc3)c2)cc1OC
→ -3%, ?, 2%
COc1ccc(NC(=O)CS(=O)CC(=O)Nc2ccc(-n3cnnn3)c(C)c2)cc1 (centres undefined)
→ -6%, 0%, 12%
Cc1cccc(C)c1OCc1nnc(SCC(=O)Nc2nccs2)n1-c1ccccc1
→ /, 5.8µM*, 7%
CCCCC(=O)NC(c1ccco1)c1cc(Cl)c2cccnc2c1O (centres undefined)
→ -8%, 16µM*, 6%
COc1ccc(-c2c(-c3cc(OC)cc(OC)c3)n(C)c3ccc(-c4ccc5[nH]ccc5c4)cc23)cc1
→ -3%, -13%, 3%
